# mHtt clearance – compounds clearing mutant huntingtin protein; HeLa Exon1htt(103Q)mCFP, aggregate imaging; zero = plate's median compound well; AID 853; inhibition, % at 1.5 µM; 47,000 compounds, 0.42% hits;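 active = inhibition of aggregate fluorescence above about 70%, also judged a hit by eye on the cell image, limit read from the data, passing the limit was not always enough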;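 note: cells exposed to compound for three days before fixation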
# mHtt clearance grain fraction – further read-out of mHtt clearance, marked with its call; fraction fluorescence in grains; measured here: aggregate grain fluorescence fraction; active compounds read low;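 scaled fraction of total cell fluorescence in grains with unit not stated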
# Numbers without * were called inactive.
molecule	mHtt clearance	mHtt clearance grain fraction
O=S(=O)(Nc1ccc2c(c1)OCCO2)c1cccc2cccnc12	33	25
CC(=O)Nc1ccc(NC(=O)CSc2ncnn2-c2ccccc2)cc1	-32	57
CCOc1ccc(N2CC(O)Cn3c2nc2c3c(=O)n(CCCc3ccccc3)c(=O)n2C)cc1 (stereo unspecified)	-11	23
Cn1c(/C(C#N)=C/C2CC=CCC2)nc2ccccc21 (stereo unspecified)	36	23
CC1=C(C(=O)NCc2ccco2)C2(CCC(C)CC2)OC1=O (stereo unspecified)	-86	57
O=C(CC(SCCO)c1ccc2c(c1)OCO2)c1ccco1 (stereo unspecified)	3	38
Cc1ccc(C)c(CSc2nnc(CCN)o2)c1	56	8.5
CCC(=O)Nc1nnc(Cc2ccccc2)s1	-21	24
CCOC(=O)CNC(=O)c1cn(C)c(=O)c2cc(OC)c(OC)cc12	-17	37
CC(=O)Nc1ccc(S(=O)(=O)N2CCN(C)CC2)cc1	-3	24
Cc1ccc(CCNC(=O)C2CCC(=O)N2C2CCCC2)cc1 (stereo unspecified)	37	12
c1ccc(Oc2ccc(-n3cnnn3)cc2)cc1	55	8.6
COC(=O)C1=CNC=C(C(=O)OC)C1c1ccccc1Cl	-19	23
CCOC(=O)N1CCC(c2cc(=O)n3[nH]c(C)c(-c4ccc(F)cc4)c3n2)CC1	82*	5.7*
COc1cc2c(cc1OC)C(c1ccc3c(c1)OCO3)C1=C(CC(C)(C)CC1=O)N2 (stereo unspecified)	-25	26
N#Cc1c2c(nc(N)c1-c1ccccc1)CCCCC2	-2	47
Cc1occc1C(=O)Nc1cccc(Cn2cccn2)c1	60	7.8
CCC(=O)Nc1ccc2oc(-c3ccccc3Br)nc2c1	13	32
Cc1ccc(-c2c(C)c(-c3ccc(F)cc3)nc(N)c2C#N)o1	-25	43
COc1ccc(C(=O)CSc2nnc(COc3ccc(C#N)cc3)n2-c2ccccc2)cc1	-20	39
O=C(CCNC(=O)c1ccccc1)OCN1C(=O)c2ccccc2C1=O	23	31
O=C(Nc1ccc2c(c1)OCO2)c1ccc(Cl)nc1	18	15
Cc1ccccc1S(=O)(=O)Nc1cccnc1	-67	32
Cn1cccc1CNC(=O)Nc1ccc(Cl)cc1	-77	37
CCc1c(C(=O)NCc2ccccc2Cl)[nH]c(C)c1C(C)=O	-10	38
CSc1nc2ccc(S(=O)(=O)N3CCCCC3)cc2s1	36	12
COc1ccc(-c2cc(C(F)(F)F)n3nc(N)nc3n2)cc1	16	20
Cc1ccc(C)c(Cn2c(=O)c3c(nc4n3CCN4Cc3ccco3)n(C)c2=O)c1	-32	27
COc1ccc(-c2coc3cc(OC)cc(O)c3c2=O)cc1	-17	46
O=C(CCS(=O)(=O)c1ccc(Br)cc1)N1CCN(c2ccc(Cl)cc2)CC1	-34	54
COc1cccc(NS(=O)(=O)c2ccc3[nH]cc(C(=O)NCCC(C)C)c(=O)c3c2)c1	-56	32
CCOC(=O)N1CCN(S(=O)(=O)c2c(C)nn(C)c2C)CC1	7	32
Cc1nc2ccc(S(=O)(=O)NC(C(=O)Nc3nc4ccc(Cl)cc4s3)C(C)C)cc2s1 (stereo unspecified)	-15	60
C=C(C)CSc1nc2ncccc2[nH]1	-19	45
Cn1c(CN2CCCC2)nc2cc(NS(=O)(=O)c3ccccc3)ccc21	2	16
O=C(NCc1cccs1)c1cccc(N2CCCC2=O)c1	26	28
O=C(NCCN1CCOCC1)c1ccc2ccccc2n1	-27	26
c1ccc(N2CCN(Cc3ccnc4ccccc34)CC2)cc1	5	16
O=c1cc(O)c(-c2ccccc2Cl)c(Cl)[nH]1	-8	21
Nc1cccc2cnccc12	35	23

# Seven entries from above, reformatted:
# Screens in order: mHtt clearance	mHtt clearance grain fraction
> Cc1nc2ccc(S(=O)(=O)NC(C(=O)Nc3nc4ccc(Cl)cc4s3)C(C)C)cc2s1 (stereo unspecified)
 : -15	60
> C=C(C)CSc1nc2ncccc2[nH]1
 : -19	45
> Cn1c(CN2CCCC2)nc2cc(NS(=O)(=O)c3ccccc3)ccc21
 : 2	16
> O=C(NCc1cccs1)c1cccc(N2CCCC2=O)c1
 : 26	28
> O=C(NCCN1CCOCC1)c1ccc2ccccc2n1
 : -27	26
> c1ccc(N2CCN(Cc3ccnc4ccccc34)CC2)cc1
 : 5	16
> O=c1cc(O)c(-c2ccccc2Cl)c(Cl)[nH]1
 : -8	21

# (listing goes on)
molecule	mHtt clearance	mHtt clearance grain fraction
Clc1ccc(C2=CSC3=Nc4cccc5cccc(c45)N23)cc1	8	18
C=CCOc1ccccc1/C=c1\sc2nc(-c3oc4ccccc4c3C)nn2c1=O	-40	25
Clc1ccc(C2=C3CCCCn4c(-c5ccccc5)c[n+](c43)C2)cc1	27	31
O=C(c1ccc(N2C(=O)CCC2=O)cc1)N1CCN(c2ccccc2)CC1	-163	103
Cc1noc(C)c1C(=O)N1CC(C)OC(C)C1 (stereo unspecified)	-7	22
CO/N=C/c1ccc(N2CCN(C(=O)c3ccc(F)cc3)CC2)c([N+](=O)[O-])c1	22	30
Nc1nc2n(n1)C(c1cccc(Br)c1)CC(c1ccc(F)cc1)N2 (stereo unspecified)	60	12
Cc1cc(C)c(OCCCCn2cnc3ccccc3c2=O)c(C)c1	-66	51
CCN(CC)C(=O)CSc1nc(-c2cccs2)cc(-c2cccs2)c1C#N	-7	21
O=C(Nc1ccc2nc(-c3cccs3)c(-c3cccs3)nc2c1)NC1CC1	-3	20
Cc1ccc(C2=NCCNC2=O)c(C)c1	25	26
N#CC1=C(N)C(C#N)(C#N)C(c2ccncc2)C2CN(C(=O)OCc3ccccc3)CC=C12 (stereo unspecified)	-11	22
COc1cc(OC)cc(C(=O)NC(=S)NCCc2ccccc2)c1	-22	37
COC(=O)c1sc(S(=O)(=O)Nc2ccc3cn[nH]c3c2)c(C(=O)OC)c1C	56	19
O=C(CCCN1C(=O)CCC1=O)Nc1cccc(C(F)(F)F)c1	42	9.4
COc1ccccc1NC(=O)N1CCCC1C(=O)Nc1nnc(C(C)C)s1 (stereo unspecified)	-17	47
COc1cccc(C2C(C#N)=C(N)Oc3c2oc(CO)cc3=O)c1 (stereo unspecified)	-55	30
CC1(C)Cc2noc(N)c2C(C)(C)N1OC(=O)c1ccccc1	-21	23
CCCn1cnc2c(c1=O)c1nc3ccccc3nc1n2Cc1ccccc1OC	4	42
CCSC1=C(C#N)C(c2cccs2)C(C(=O)OC)=C(C)N1 (stereo unspecified)	-10	39

# Further structures follow.
mol	mHtt clearance	mHtt clearance grain fraction
CCC(Sc1nc2n[nH]c(C)c2c(=N)n1-c1cccc(Cl)c1)C(=O)NCCOC (stereo unspecified)	27	27
COC(=O)COc1ccc(S(=O)(=O)NCCC2=CCCCC2)cc1	12	17
Cc1cc(C(=O)CSC(C)c2nc3ccccc3c(=O)[nH]2)c(C)n1C (stereo unspecified)	21	29
Cc1cc(C)cc(N(CC(=O)NCC2CCCO2)C(=O)CCC(=O)Nc2cc(C)on2)c1 (stereo unspecified)	-3	39
O=C(c1ccccc1)N1CCN(Cc2ccccc2Br)CC1	-10	18
COc1ccc(NS(=O)(=O)c2cccc3cccnc23)cc1	-78	32
CC12CC(NC(=O)N1c1ccc(C(=O)N3CCN(c4ccc(F)cc4)CC3)cc1)c1ccccc1O2 (stereo unspecified)	-19	21
CCOC(=O)C1=C(O)CSC1=Nc1cccc(Cl)c1	-16	23
Fc1ccc(-c2nnc(CN3CCN(c4ncc(C(F)(F)F)cc4Cl)CC3)o2)cc1	-14	19
Cc1c(C(=O)N2CCOCC2)[nH]c2c1C(=O)CC(c1ccccc1Cl)C2 (stereo unspecified)	35	13
CC(=O)c1cccc(NC(=O)CC2Oc3ccc(C)cc3NC2=O)c1 (stereo unspecified)	-105	92
CC(=O)c1ccc(CCCCCCCCCC(=O)O)s1	23	29
CN(C)CCCOC(=O)CCc1ccccc1	-29	22
O=C1C(=O)N(Cc2cccnc2)C(c2ccccn2)/C1=C(/O)c1ccc(Br)cc1 (stereo unspecified)	20	25
CC(=O)Nc1ccc(C)cc1NC(C)=O	45	9.8
O=C(Nc1ccon1)c1ccc2c(c1)OCO2	-50	29
COc1ccc(Cl)cc1NC(=O)CCn1cnc2ccccc2c1=O	10	17
CCSc1nc(N2CCOCC2)c2c(c1C#N)CC(C)(C)N(C)C2	16	23
CCOC(=O)N1CCN(C(=O)c2ccc(CN(c3ccccc3)S(C)(=O)=O)cc2)CC1	40	27
O=C1OC2(c3ccccc3)C3CCCC2C13	-6	19
CC1(C)CC(=O)C(CC2=C(O)CC(C)(C)CC2=O)=C(O)C1	3	19
CCCC(c1nnnn1CCc1ccccc1)N1CCN(C(=O)c2ccco2)CC1 (stereo unspecified)	36	13
Cc1noc(NS(=O)(=O)c2ccc(NC(=O)COc3ccc(Cl)cc3Cl)cc2)c1C	27	24
COc1ccc(N(CC(=O)NCc2ccco2)S(C)(=O)=O)cc1OC	-17	23

# Quoted from the listing.
# O=C1OC2(c3ccccc3)C3CCCC2C13 | mHtt clearance grain fraction = 19
# c1ccc(N2CCN(Cc3ccnc4ccccc34)CC2)cc1 | mHtt clearance grain fraction = 16
# O=C(NCc1cccs1)c1cccc(N2CCCC2=O)c1 | mHtt clearance grain fraction = 28
# CCCC(c1nnnn1CCc1ccccc1)N1CCN(C(=O)c2ccco2)CC1 (stereo unspecified) | mHtt clearance = 36
# CCC(Sc1nc2n[nH]c(C)c2c(=N)n1-c1cccc(Cl)c1)C(=O)NCCOC (stereo unspecified) | mHtt clearance grain fraction = 27
# O=C(Nc1ccc2c(c1)OCO2)c1ccc(Cl)nc1 | mHtt clearance = 18

# Continued:
mol	mHtt clearance	mHtt clearance grain fraction
COc1ccc(-c2cc(C(=O)Nc3c(C)nn(Cc4ccccc4Cl)c3C)no2)cc1OC	-12	45
Cc1onc(-c2ccccc2Cl)c1C(=O)Nc1ccccc1C(N)=O	2	34
CC1=CCC(COC(=O)Nc2ccccc2)CC1 (stereo unspecified)	24	16
O=C(O)CCc1ccc(-c2cccs2)n1CCC(=O)O	-23	23
CCOc1ccc2nc(C(C)O)[nH]c2c1 (stereo unspecified)	-27	27
COC(=O)CCC(NC(=O)c1cc(-c2ccc3c(c2)OCCO3)oc1C)C(=O)OC (stereo unspecified)	17	28
CCC(=O)N1c2ccc(S(=O)(=O)CCC(=O)NCc3ccc4c(c3)OCO4)cc2CC1C (stereo unspecified)	-15	42
CN(C(=O)c1cc2nc(-c3ccco3)cc(C(F)(F)F)n2n1)C1CCCCC1	14	32
O/N=C/c1cn(-c2ccccc2)nc1-c1ccc2c(c1)OCCO2	2	39
COc1ccc(-c2nn(-c3ccccc3)cc2/C=N/n2cnnc2)cc1OC	-10	22
Cc1nn(C)c(C)c1S(=O)(=O)N1CCC(C(=O)NCCC2=CCCCC2)CC1	-25	61
Cc1cc(C(=O)NNC(=S)NC(=O)/C=C/c2ccccc2Cl)n[nH]1	16	32

# In a second layout: results already given
canonical_smiles: Cc1nn(C)c(C)c1S(=O)(=O)N1CCC(C(=O)NCCC2=CCCCC2)CC1
  mHtt clearance: -25 | mHtt clearance grain fraction: 61
canonical_smiles: Cc1onc(-c2ccccc2Cl)c1C(=O)Nc1ccccc1C(N)=O
  mHtt clearance: 2 | mHtt clearance grain fraction: 34

# (list continues)
mol	mHtt clearance	mHtt clearance grain fraction
CCn1c(SCC(=O)OCC(=O)N2c3ccccc3NC(=O)C2(C)C)nnc1-c1ccco1	13	32
Cc1cc(O)c(-c2n[nH]c3c2C(c2cccc(O)c2)N(Cc2cccnc2)C3=O)cc1Cl (stereo unspecified)	-31	44
O=[N+]([O-])c1cnccc1Nc1ccc(F)cc1	28	12
CCOC(=O)C1C(=O)NC(N2CCN(Cc3ccccc3)CC2)=NC1c1ccccc1 (stereo unspecified)	-12	22
Cn1ncc2c(NCc3ccccc3)ncnc21	-12	44
O=C1Cc2ccccc2C(c2ccc(Br)cc2)N1 (stereo unspecified)	-27	25
CCCCC(=O)Nc1ccc2oc(-c3ccncc3)nc2c1	39	11
Cn1c(SCc2nc(-c3cccs3)no2)nnc1C1CCCCC1	-121	42
COc1ccc(/C=C2\N=C(SC)SC2=O)cc1OC	40	21
CCOc1ccc(-n2c(SCC(=O)NCc3ccco3)nnc2-c2c[nH]c3ccccc23)cc1	-103	73
CCN(CC)S(=O)(=O)c1cc(C(=O)O)ccc1Cl	-104	41
Cc1ccc(Cn2nnnc2CN2CCC(O)(c3ccc(F)cc3)CC2)cc1	16	34
Nn1c(COc2ccccc2)nnc1SCc1cc(=O)[nH]c2ccccc12	24	13
O=C(/C=C/c1ccccc1Cl)NCCN1CCOCC1	5	32
CCCC(c1nnnn1Cc1cccs1)N1CCN(c2nc3ccccc3s2)CC1 (stereo unspecified)	23	26
CCn1c(=O)cc(N2CCCCC2)[nH]c1=O	-4	22
CC(=O)Nc1ccc(S(=O)(=O)N2CCC(NC(C)=O)(c3cccc(F)c3)CC2)cc1	-2	19
O=C(NCC1CCCO1)c1ccc2c(c1)OCO2 (stereo unspecified)	28	24
CCN(CC)CCCOC(=O)C1(c2ccccc2)CCCC1	8	26
Nc1cc(N)nc(SCC(=O)Nc2ccccc2)n1	21	16
O=C(NC1CC2CCCC(C1)N2C(=O)NC1CCCCC1)c1ccccc1 (stereo unspecified)	19	17
CC(C(=O)c1ccccc1)n1cnc2ccccc2c1=O (stereo unspecified)	-24	24
CS(=O)(=O)Nc1ccc(C(=O)NC2CCCC2)cc1	24	14
O=C(CCc1ccccc1)OCCN1CCOCC1	20	16
CCc1nnc(NC(=O)CSc2nnc(-c3ccccc3NC(=O)c3ccccc3)o2)s1	-14	24
COc1ccc(CCNC(=O)CSc2nnnn2Cc2ccc3c(c2)OCO3)cc1OC	26	15
COc1ccc(-c2nc(C#N)c(NCc3ccccc3Cl)o2)cc1	24	14
COc1ccc(C(OC(=O)c2ccco2)C(=O)NCc2ccco2)cc1 (stereo unspecified)	15	29
CCOC(=O)Nc1cc(OC)c(OC)cc1Cc1nccc2cc(OC)c(OC)cc12	-31	26
CNC(=O)CSc1nnc(-c2cc3c(C)nn(-c4ccccc4)c3s2)n1C	6	19
CCOc1ccc(C(=O)N(CN2CCCC2=O)c2ccc(C)cc2)cc1	-27	23
COC(=O)c1ccc(N2CCCCC2)c(NS(=O)(=O)c2ccc(C)cc2)c1	48	10
CCOC(=O)CNC(=O)c1c2c(nc3ccccc13)CCCC2	19	30

# An excerpt (hit frequency here may not be typical).
